# Source: PubChem BioAssay
# RGS4 block: human RGS4 inhibition; P49798; HEK293 M3R/RGS4 inducible, Fluo-4 calcium flux; stronger effect = higher value; triggered by carbachol at its EC20; B-score at 10 µM; 310,000 tested, 0.45% active;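 active means B-score, a plate-corrected calcium signal, over three deviations above library mean, with baseline fluorescence within five deviations of library mean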;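 further: RGS4 expression induced by doxycycline in cells with stable M3 receptor; B-score is computed from the integrated fluorescence ratio over baseline after carbachol; higher B-score means a larger calcium signal and so more RGS4 inhibition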
# Target sequence (P49798 whole entry, looked up): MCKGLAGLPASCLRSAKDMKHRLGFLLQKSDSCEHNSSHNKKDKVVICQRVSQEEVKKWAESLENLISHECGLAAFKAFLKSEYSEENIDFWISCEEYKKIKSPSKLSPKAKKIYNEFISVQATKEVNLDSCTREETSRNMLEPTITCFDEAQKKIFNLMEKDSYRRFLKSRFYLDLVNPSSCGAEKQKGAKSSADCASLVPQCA
# ANO1 activ: activates or potentiates the mouse TMEM16A chloride channel. HEK293 TMEM16A/YFP-H148Q/I152L, iodide quench fluorescence; stronger effect = lower value. B-score at 10 µM. 340,000 tested, 0.3% active. AID 623877;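 active means fluorescence-ratio B-score plate-corrected deviation score at least 3 library SD below zero, with starting fluorescence score within 5 deviations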;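 further: channel opened by trigger with iodide after compound preincubation; score built on the fluorescence ratio of max minus min over baseline; more negative score means more quench and so TMEM16A activation or potentiation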
# TRPC6 activator: activates the mouse TRPC6 cation channel; Q61143; HEK293-TRPC6 membrane potential dye fluorescence; stronger effect = higher value; B-score at 10 µM; 310,000 tested, 0.13% active; AID 2550;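 active means B-score of the integrated fluorescence ratio above library mean plus 3 SD, and starting fluorescence ratio within library mean plus 5 SD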;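 further: higher score means more depolarization so channel activation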
# Target sequence (Q61143 whole entry, looked up): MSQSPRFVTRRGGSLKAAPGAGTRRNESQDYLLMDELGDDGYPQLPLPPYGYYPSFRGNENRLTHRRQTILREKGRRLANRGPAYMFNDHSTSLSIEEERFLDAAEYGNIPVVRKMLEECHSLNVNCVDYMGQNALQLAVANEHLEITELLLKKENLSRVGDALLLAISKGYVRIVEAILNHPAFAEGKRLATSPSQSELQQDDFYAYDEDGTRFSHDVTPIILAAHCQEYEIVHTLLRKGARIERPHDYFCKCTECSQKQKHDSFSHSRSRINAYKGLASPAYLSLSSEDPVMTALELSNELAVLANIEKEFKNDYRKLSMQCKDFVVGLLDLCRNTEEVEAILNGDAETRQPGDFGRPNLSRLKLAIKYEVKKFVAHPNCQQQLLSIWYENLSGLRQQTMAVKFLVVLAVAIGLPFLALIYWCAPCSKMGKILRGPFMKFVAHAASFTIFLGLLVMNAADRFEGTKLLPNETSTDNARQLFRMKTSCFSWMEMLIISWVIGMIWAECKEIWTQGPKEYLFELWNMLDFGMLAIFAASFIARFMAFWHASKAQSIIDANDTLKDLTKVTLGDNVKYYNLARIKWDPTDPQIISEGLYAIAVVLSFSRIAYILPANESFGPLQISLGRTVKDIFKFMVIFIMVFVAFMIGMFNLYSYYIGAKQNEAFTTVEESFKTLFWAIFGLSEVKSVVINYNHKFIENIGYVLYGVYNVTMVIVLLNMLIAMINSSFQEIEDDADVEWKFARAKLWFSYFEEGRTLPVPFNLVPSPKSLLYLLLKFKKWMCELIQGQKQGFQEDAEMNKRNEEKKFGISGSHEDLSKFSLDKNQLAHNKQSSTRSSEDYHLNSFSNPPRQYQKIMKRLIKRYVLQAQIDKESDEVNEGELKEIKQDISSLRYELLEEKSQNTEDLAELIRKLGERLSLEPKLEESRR
# ANO1 block: blocks the mouse calcium-activated chloride channel TMEM16A | HEK293 TMEM16A/YFP iodide influx fluorescence, ionomycin | normalized B-score (activity score, 25-100; higher = stronger inhibition) at 10 µM | 310,000 tested, 1.2% active | AID 588511;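 active means ratio plate-corrected score three or more library SD toward inhibition, starting fluorescence score within five deviations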;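 further: score derived from kinetic fluorescence span divided by baseline fluorescence per well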
# HDAC3 inhib: blocks human histone deacetylase 3; O15379; recombinant HDAC3, fluorogenic peptide/trypsin coupled, fluorescence; inhibition, % at 8.3 µM; 320,000 tested, 0.15% active; AID 2718; in the data active means inhibition above about 26%, passing the limit was not always enough; inconclusive means no clear call, values can overlap the other calls
# MrgX1 antag: antagonists of human MrgX1 receptor; 310,000 tested, 1.3% active; MRGX1-HEK293 calcium flux, Fluo-4, BAM8-22 antagonism; stronger effect = lower value; B-score at 10 µM; AID 588676; Q96LB2;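 active means calcium-response B-score plate-corrected more than 3 library SD below zero, starting fluorescence within 5 deviations, no agonist response on first addition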;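 further: peak minus trough fluorescence over baseline after final BAM8-22 challenge near maximal dose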
# SKKanGAS inh: inhibitors of SKKanGAS S. pyogenes growth in kanamycin (SK-promoter or general growth effect); BacTiter-Glo, 6 h; inhibition, % at 7.5 µM; 300,000 tested, 1.3% active; AID 1662;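 active means mean replicate score, as percent of positive control median, at least 50; inconclusive means mean below 50 but one replicate at or above 50; inactive means mean and every replicate below 50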;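 further: strain carries kanamycin resistance gene driven by streptokinase promoter and grows in 40 µg/ml kanamycin; loss of luminescence reflects streptokinase promoter inhibition or plain growth inhibition; 0% = median of DMSO wells and 100% = positive control at its reference dose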
# MrgX1 ag: human MrgX1 receptor agonism, primary screen. Q96LB2. 310,000 tested, 0.44% active. B-score at 10 µM. MrgX1-HEK293 cells, Fluo-4 calcium fluorescence, agonist mode; stronger effect = higher value;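 active means calcium response B-score plate-corrected fluorescence ratio at least 3 library SD, with starting fluorescence B-score inside 5 SD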
#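 Assay system: MrgX1-expressing HEK293 cells / Amount: fifteen thousand cells per well / Doses: test compound in the initial addition of three / Timing: cells plated overnight, dye loaded 0.5 h 37 °C, 0.5 h room temperature / Technique: kinetic calcium dye fluorescence, Fluo-4 NW / Control set: positive and negative controls per plate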
# RGS4 pot: potentiators or activators of RGS4. HEK293 M3R/inducible RGS4, carbachol calcium flux Fluo4; stronger effect = lower value. 310,000 tested, 0.92% active. B-score at 10 µM;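 active means B-score of the integrated calcium signal more than 4 SD below the library mean, with starting fluorescence not abnormally high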;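 further: negative B-score means reduced calcium response which marks RGS4 activation or potentiation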
#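 System – HEK293 FlpIn-TREx cells, stable M3R, doxycycline-inducible RGS4 · Reagent – ECmax carbachol challenge · Times – compound preincubation 20 min at room temperature before agonist · Technique – Fluo4 fluorescence kinetic imaging of calcium · Measure – B score of integrated Fluo4 ratio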
# TRPC6 inhibitor: mouse TRPC6 channel inhibition; AID 2553; 310,000 tested, 1.1% active; HEK293-TRPC6, membrane potential dye, ACh-evoked depolarization; stronger effect = lower value; B-score at 10 µM;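 active means B-score under library mean minus 3 SD, initial fluorescence not abnormally high, positive integrated signal ratio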;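 further: B-score derived from integrated fluorescence ratio over the kinetic read; more negative B-score means stronger inhibition of depolarization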
# MrgX1 allo act: human MrgX1 positive allosteric modulation, primary screen | MrgX1-HEK293, Fluo-4 calcium flux, FDSS; stronger effect = higher value | B-score at 10 µM | AID 588675 | 310,000 tested, 0.63% active | Q96LB2;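 active means plate-corrected calcium response at least 3 library SD above typical, normal starting fluorescence, not activating the receptor alone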;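 further: compound read alongside a low EC10 to EC30 dose of BAM8-22 agonist; peak minus trough fluorescence over baseline measured at the second addition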
# * hit, by the source's call; i = inactive; ? = inconclusive; · = no result given.
SMILES,RGS4 block,ANO1 activ,TRPC6 activator,ANO1 block,HDAC3 inhib,MrgX1 antag,SKKanGAS inh,MrgX1 ag,RGS4 pot,TRPC6 inhibitor,MrgX1 allo act
Cc1ccnc(NC(=O)CCC(=O)N(CC(=O)NC(C)(C)C)c2ccc(F)c(Cl)c2)c1,i,i,i,i,0.9,i,-4.0,i,i,i,i
CN(CC(=O)Nc1cccc(F)c1)C(=O)c1ccc2c(c1)OCCO2,i,i,i,i,2.6,i,-1.7,i,i,i,i
CCCc1ccccc1OCCNC(=O)c1cc(=O)n(C)c(=O)n1C,i,i,i,i,-1.7,i,-4.7,i,i,i,i
O=C(Nc1cccc(Cl)c1)Nc1csc([N+](=O)[O-])c1,i,i,i,i,·,i,51.1*,i,i,i,i
COc1ccccc1CNC(=O)c1csc(Cc2ccc(Cl)cc2)n1,i,i,i,i,4.3,i,39.8,i,i,i,i
O=C(NNc1ccc(F)cc1)c1c(F)cccc1Cl,i,i,i,i,-9.8,i,3.0,i,i,i,i
COc1ccc(NC(=O)c2ccc(-n3c(C)ccc3C)cc2)c(OC)c1,i,i,i,i,·,i,6.3,i,i,i,i
c1ccc(-c2csc(NNC3=NCCCCC3)n2)cc1,i,i,i,i,3.0,i,5.2,i,i,i,i
CCN(CC)c1ccc(C(NC(C)=O)NC(C)=O)cc1,i,i,i,i,-2.4,i,4.0,i,i,i,i
CCCCNC(=O)N(O)C1N(/N=C/c2ccc(N(C)C)cc2)C(=S)SC1(C)C (stereo not drawn),i,i,i,i,-0.5,i,2.9,i,i,i,i
O=C1C(Cl)=C(Nc2cccc(O)c2)C(=O)N1Cc1ccccc1,i,i,i,i,8.2,i,18.0,i,i,i,i
c1ccc(CN2CCC(Nc3ncnc4sccc34)CC2)cc1,i,i,i,i,2.5,i,-4.4,i,i,i,i
Cc1cc(NNC(=O)Nc2cccc(Cl)c2)nc2c1c(C)nn2C,i,·,i,i,6.9,i,4.2,i,i,i,i
CCOc1ccc(N(C)C(=O)CCc2nnc3ccc(N4CCOCC4)nn23)cc1,i,i,i,i,-1.6,i,-12.1,i,i,i,i
Cc1cc(C)nc(SCNC(=O)c2ccccc2)n1,i,i,i,i,-0.6,i,-2.2,i,i,i,i
CS(=O)(=O)N1CCCC(C(=O)Nc2cccc(F)c2)C1 (stereo not drawn),i,i,i,i,-3.5,i,·,i,i,i,i
CCCN(CCC)CC(O)Cn1c2ccccc2c2ccccc21 (stereo not drawn),i,i,i,i,-2.9,i,-0.7,i,i,i,i
Cc1ccc(S(=O)(=O)N2CCCOC2CNC(=O)C(=O)NCc2ccc3c(c2)OCO3)cc1 (stereo not drawn),i,i,i,i,-0.6,i,18.2,i,i,i,i
COCCNC(=O)C(=O)NCC1OCCN1S(=O)(=O)c1ccc2c(c1)OCCO2 (stereo not drawn),i,i,i,i,1.5,i,-2.6,i,i,i,i
Cc1cccc(C(c2c(C)nn(-c3ccccc3)c2N)c2c(C)nn(-c3ccccc3)c2N)c1,i,i,i,i,-1.6,i,7.1,i,i,i,i
COc1ccc(N2CCN(C(=O)CSc3ccccc3)CC2)cc1,i,i,i,i,10.0,i,-0.4,i,i,i,i
O=C1COCCOCCOCCOCC(=O)NCCN1,i,i,i,i,6.3,i,-1.7,i,i,i,i
O=C(CN1CCCC1)Nc1ccc(NC(=O)Nc2ccccc2)cc1,i,i,i,i,8.5,i,?,i,i,i,i
Cc1c(C(=O)O)sc2nc(C)n(C)c(=O)c12,i,i,i,i,-1.1,i,11.3,i,i,i,i
CC(=O)NNC(=O)CCC(=O)Nc1ccccc1,i,i,i,i,6.4,i,-0.5,i,i,i,i
CC(C)CN(C(=O)c1ccc(=O)n(C)n1)c1c(N)n(Cc2ccccc2)c(=O)[nH]c1=O,i,i,i,i,-1.2,i,-2.5,i,i,i,i
CCC(Sc1nc2ncnc(N)c2[nH]1)C(=O)O (stereo not drawn),i,i,i,i,-5.0,i,15.2,i,i,i,i
COc1ccc(NC(=S)NCC2CCCO2)c(C)c1 (stereo not drawn),i,i,i,i,2.0,i,-0.6,i,i,i,i
CCCCCOc1ccc(Cn2ccnc2)cc1[N+](=O)[O-],i,i,i,i,13.0,i,-1.6,i,i,i,i
CCN(C1CCS(=O)(=O)C1)S(=O)(=O)c1ccc2ccccc2c1 (stereo not drawn),i,i,i,i,-3.3,i,-16.5,i,i,i,i
O=C(c1cccc(NS(=O)(=O)c2ccccc2)c1)N1CCCC1,i,i,i,i,2.3,i,-0.3,i,i,i,i
CN(C)c1nc(N(C)C)nc(N(C)C)n1,i,i,i,i,-6.1,i,2.2,i,i,i,i
Cc1cc(O)c(-c2cc(C(=O)Nc3sc4c(c3C(=O)NCc3ccco3)CCC4)[nH]n2)cc1C,i,i,i,i,-4.4,i,38.4,i,i,i,i
COC(=O)C1C(=O)c2c(C)noc2CC1(C)C (stereo not drawn),i,i,i,i,0.1,i,0.0,i,i,i,i
CC(=O)c1cc(-c2ccccc2)n(CC(=O)NCc2cccs2)c1C,i,i,i,i,-3.2,i,6.3,i,i,i,i
CCOC(=O)c1ccc(N2C(=O)C(CC(=O)NC)N(CCc3ccc(OC)c(OC)c3)C2=S)cc1 (stereo not drawn),i,i,i,i,2.7,i,-2.3,i,i,i,i
CCOC(=O)N/N=C\c1ccc(OC/C=C/c2ccccc2)c(OC)c1,i,i,i,i,2.4,i,-6.5,i,i,i,i
C[C@H](NC(=O)c1nc[nH]c1C(=O)NCC(=O)OC(C)(C)C)C(=O)OCc1ccccc1,i,i,i,i,3.2,i,-0.5,i,i,i,i
Cc1ccccc1CN1[C@@H](Cc2ccccc2)COCCS1(=O)=O,i,i,i,i,5.1,i,1.6,i,i,i,i
O=C1NC(=O)c2c(NC(=O)C3CCCO3)cccc21 (stereo not drawn),i,i,i,i,-10.2,i,0.1,i,i,i,i
N#Cc1c(N)nc(SCc2ccccc2)c(C#N)c1-c1ccco1,i,i,i,i,-6.8,i,18.4,i,i,i,i
COc1ccc(NC(=O)CSc2nnc(Cn3c(=O)sc4ccccc43)n2C)cc1,·,i,·,i,-0.6,i,·,i,·,·,i
COc1nc(NCCN2CCOCC2)nc(Nc2ccccc2)n1,i,i,i,i,2.9,i,-3.0,i,i,i,i
O=C(COc1ncnc2ccc(Br)cc12)NCc1ccc2c(c1)OCO2,i,i,i,i,-0.3,i,0.6,i,i,i,i
CC(=Nc1ccccc1C)C1=C(O)CSC1=O,i,i,i,i,5.0,-5.44*,7.9,i,i,i,i
O=C(CSc1nnc(-c2ccccc2)n1-c1ccc(Cl)cc1)N/N=C/c1ccccc1C(=O)O,i,i,i,i,5.3,i,0.1,i,i,i,i
Cc1cc(C)n2nc(C(=O)N/N=C/c3cn(C)nc3C)nc2n1,i,i,i,i,0.6,i,-4.1,i,i,i,i
Cc1cc(C)cc(OCC(=O)OCC(=O)c2c(N)n(C)c(=O)n(C)c2=O)c1,i,i,i,i,-3.2,i,0.3,i,i,i,i
O=C(COc1ccc2cc(-c3ccccc3)c(=O)oc2c1)NCC1CCC(C(=O)O)CC1 (stereo not drawn),i,i,i,i,-0.4,i,3.2,i,i,i,i
CC1CCCC(C)N1/N=C/c1ccc([N+](=O)[O-])cc1 (stereo not drawn),i,i,i,i,6.1,i,2.2,i,i,i,i
Cc1ccc(NC(=O)Cn2nnc(C(=O)NCc3ccc(Cl)cc3)c2N)cc1F,i,i,i,i,-2.8,i,-16.9,i,i,i,i
NC(=O)Nc1ccccc1C(=O)Nc1ccc2ccccc2c1,i,i,i,i,9.9,i,0.9,i,i,i,i
O=C(CCCn1c(=O)[nH]c2ccccc2c1=O)NC1CCCCCC1,i,i,i,i,4.1,i,2.3,i,i,i,i
CC(C)[C@H](NC(=O)N1CCn2c1nc1ccccc12)C(=O)NCCc1ccccc1,i,i,i,i,3.4,i,1.9,i,i,i,i
CCOC(=O)c1ccccc1NC(=O)N1CCn2c(C)ccc2C1CC (stereo not drawn),i,i,i,i,3.7,i,4.8,i,i,i,i
NC(=O)N/N=C/c1sc(=O)n(-c2ccccc2)c1Cl,i,i,i,i,0.6,i,6.0,i,i,i,i
CC(=O)Nc1cccc(C(=O)O)n1,i,i,i,i,-4.5,i,-11.1,i,i,i,i
O=C(O)C1CCCCC1C(=O)Nc1ccc2c(c1)OCO2 (stereo not drawn),i,i,i,i,3.5,i,5.1,i,i,i,i
COc1cccc(Nc2ncnc3nc[nH]c23)c1,i,i,i,i,-2.7,i,-2.0,i,i,i,i
CCCCCC[C@@H]([C@@H](C)O)n1cnc2c(N)ncnc21,i,i,i,i,-1.4,i,0.5,i,i,i,i

# Following part:
SMILES,RGS4 block,ANO1 activ,TRPC6 activator,ANO1 block,HDAC3 inhib,MrgX1 antag,SKKanGAS inh,MrgX1 ag,RGS4 pot,TRPC6 inhibitor,MrgX1 allo act
COc1ccc(C(=O)c2c(C)oc3ccc(O)cc23)cc1,i,i,i,i,12.9,i,-1.8,i,i,i,i
CCOC(=O)c1c(NC(=O)c2c(C(=O)O)cccc2[N+](=O)[O-])sc2c1CCCC2,i,i,29.5*,i,2.1,i,6.3,i,i,i,i
COc1cc(=O)n(C)c2c(OCC(O)C(C)(C)O)cccc12 (stereo not drawn),·,i,·,i,-4.6,i,·,i,·,·,i
CCS(=O)(=O)N1CCN(C(=O)c2cccc3ccccc23)CC1,i,i,i,i,0.0,i,0.7,i,i,i,i
O=C(Nc1nc2c(Cl)cccc2s1)C1CC1,i,i,i,i,-0.7,i,0.1,i,i,i,i
COC(=O)C(C)n1cnc2c(nnn2-c2cccc(Cl)c2)c1=O (stereo not drawn),i,i,i,i,9.5,i,2.3,i,i,i,i
CCC(C)C(=O)Nc1nc(C)c(-c2csc(Nc3ccccc3OC)n2)s1 (stereo not drawn),i,i,i,i,16.1,i,18.4,i,i,i,i
O=C1CC(N2CCN(C3CCc4ccccc4C3)CC2)C(=O)N1c1ccccc1 (stereo not drawn),i,i,i,i,3.7,i,-0.7,i,i,i,i
C=CCn1c(SCC(=O)NC2CC2)nnc1-c1cccc(OC)c1,i,i,i,i,8.0,i,-4.9,i,i,i,i
C=CCN(CC=C)S(=O)(=O)c1ccc(C(=O)Nc2nc3c(s2)CCc2ccccc2-3)cc1,i,i,i,i,-1.5,i,5.1,i,i,i,i
COc1ccc(CN(C)C(=O)c2ccc3c(=O)n4c(nc3c2)CCC4)c(OC)c1,i,i,i,i,-4.3,i,-2.3,i,i,i,i
